MEKK3 PB1 HTS: modulators (inhibitors or enhancers) of MEK5 binding to human MEKK3 PB1 domain. Q99759. binding response (% of control), % at 10 µM. bead-based flow cytometry, Alexa488-MEK5 binding to MEKK3; actives lie on both sides; 0 = blocked by unlabeled MEK5, 100 = vehicle. 290,000 compounds, 1.4% hits;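 active = binding response more than 3 SD above or below the average of its plate-row segment, actives on both sides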;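 note: Alexa488 bead fluorescence after subtracting the streptavidin-only scavenger bead signal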
Target sequence (Q99759 whole entry, looked up, the tested form may be a part): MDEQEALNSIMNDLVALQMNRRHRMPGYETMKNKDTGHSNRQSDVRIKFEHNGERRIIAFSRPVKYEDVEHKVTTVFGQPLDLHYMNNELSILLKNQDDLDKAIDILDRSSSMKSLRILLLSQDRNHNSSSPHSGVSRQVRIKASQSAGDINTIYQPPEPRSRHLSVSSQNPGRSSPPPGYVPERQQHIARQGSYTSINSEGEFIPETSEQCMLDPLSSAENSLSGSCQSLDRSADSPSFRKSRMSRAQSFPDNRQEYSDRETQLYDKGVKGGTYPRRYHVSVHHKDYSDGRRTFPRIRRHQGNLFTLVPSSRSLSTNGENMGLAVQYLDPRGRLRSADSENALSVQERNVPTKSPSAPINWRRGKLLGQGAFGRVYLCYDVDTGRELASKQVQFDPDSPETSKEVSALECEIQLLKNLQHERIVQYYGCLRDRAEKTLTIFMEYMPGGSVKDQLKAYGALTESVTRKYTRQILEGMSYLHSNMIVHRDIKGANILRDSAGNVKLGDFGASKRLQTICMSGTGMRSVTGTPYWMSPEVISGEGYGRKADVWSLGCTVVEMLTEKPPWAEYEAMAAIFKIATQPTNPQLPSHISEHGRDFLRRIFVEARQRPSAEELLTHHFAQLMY
CRFBP-R2 block: CRF-BP/CRF-R2 complex antagonism | HEK293 CRF-R2/CRF-BP, CRF-induced calcium fluorescence | inhibition, % at 11.8 µM | 350,000 compounds, 0.59% hits | AID 588475;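 active = inhibition of the ligand-induced calcium signal above about 50% at the single tested concentration, limit read from the data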
MEKK2 mut-MEK5: signal of MEK5 binding to mutant human MEKK2 PB1 domain; percent response, % at 10 µM; bead flow cytometry, Alexa488-MEK5 binding to MEKK2 mutant; 290,000 compounds, 0.35% hits; in the data active = percent response above about 24%, passing the limit was not always enough; note: inactives centre near 1; some results filed as inactive read as strong as hits; reference of the scale not given here
GalR3 antag: human GalR3 antagonism; AID 651719; 360,000 compounds, 0.44% hits; HEK293 GalR3-CNG cAMP membrane potential fluorescence; galR3 body fused to GalR1 C-terminus; inhibition, % at 3 µM;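 active = inhibition above the screen-wide average plus 3 SD, cut at about 13% in these data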;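 note: forskolin and galanin both at EC90 stimulate the cells; cAMP rise reported by CNG channel membrane potential dye signal; 0% = forskolin plus galanin with DMSO and 100% = forskolin alone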
SUMO HTRF inh: blocks human SUMOylation mediated by UBC9; P63279; HTRF SUMOylation assay, SAE1/SAE2 + UBC9, in vitro; inhibition, % at 35 µM; 290,000 compounds, 0.36% hits; AID 2006; in the data active = inhibition above about 50%, passing the limit was not always enough; note: strong numbers were not always called active
Target sequence (P63279 whole entry, looked up): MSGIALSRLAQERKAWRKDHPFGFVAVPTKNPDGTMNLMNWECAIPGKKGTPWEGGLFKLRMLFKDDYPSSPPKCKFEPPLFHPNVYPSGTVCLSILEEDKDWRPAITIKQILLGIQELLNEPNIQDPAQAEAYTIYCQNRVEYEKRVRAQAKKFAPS
NS3 helicase inh: blocks Hepatitis C virus NS3 helicase unwinding; 290,000 compounds, 0.56% hits; inhibition, % at 10.9 µM; NS3 helicase DNA unwinding, Cy5 molecular beacon fluorescence;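 active = inhibition above the mean of all tested compounds plus 3 SD, set per campaign, cut at about 35% in these data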;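 note: 0% = DMSO wells and 100% = thioflavine S control wells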
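Assay system: hepatitis C virus NS3 helicase domain fragment enzyme. Also added: annealed dual-labelled DNA beacon duplex, ATP-started. Timing: 1 h reaction at 25 °C, ATP-initiated. Technique: Cy5 fluorescence at 0 and 60 min, beacon hairpin quenching. Evaluation: % inhibition of unwinding. Replication: one well per compound.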
CRFR2-BP ag: agonists of human CRF-binding protein/CRF-R2 receptor complex. AID 588473. activation, % at 13.2 µM. HEK293 CRF-R2/CRF-BP, calcium dye fluorescence (FLIPR); percent of saturating CRF peptide response. 350,000 compounds, 0.46% hits;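 active = activation of at least 50%, plus an integration ratio under a set limit after plate pattern correction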;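 note: plate controls were neutral control wells without compound for no effect and CRF at EC100 for full effect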
MEKK2wt PB1 HTS: raises or lowers MEK5 binding to wildtype human MEKK2 PB1 domain; Q9Y2U5; bead flow cytometry, Alexa488-MEK5 binding to MEKK2 WT; actives lie on both sides; binding response (% of control), % at 10 µM; 290,000 compounds, 1.1% hits; AID 1531; in the data active = binding response below about 67% or above about 130%
DNA FID counter: displaces DNA intercalator in HCV helicase counter-screen; DNA fluorescent intercalator displacement, fluorescence; inhibition, % at 7.9 µM; 290,000 compounds, 0.17% hits; in the data active = inhibition above about 37%;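 note: 0% = vehicle and 100% = reference compound; higher means more ethidium bromide displaced from hairpin DNA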
* marks the source's active call; other numbers are inactive results; . = no result given; [ ] = dose if it differs, or a comment. An excerpt; the hit share may differ from the screen's.

item	Structure	MEKK3 PB1 HTS	CRFBP-R2 block	MEKK2 mut-MEK5	GalR3 antag	SUMO HTRF inh
1	NC(=O)CC(NC(=O)c1ccccc1)c1ccc(NCC2CC2)c([N+](=O)[O-])c1 (centres undefined)	108	6	7	-6	-11
2	Cc1ccc2nc(NCCCNC(=O)c3cnccn3)c(C#N)cc2c1	100	-6	-2	-5	9
3	CCCOP(=O)(OCCC)C(Nc1ccc(C(=O)O)cc1)c1ccccc1 (centres undefined)	76	13	-48	-1	17
4	CCNC(=O)CCc1nc(-c2ccc(C)cc2)no1	95	0	-1	-1	0
5	Cn1nc(C(=O)NCc2ccc(Cl)cc2)c2c1-c1ccccc1S(=O)(=O)C2	97	1	5	-2	.
6	COc1ccc(N2CCN(C(=S)Nc3ccc(C)cc3)CC2)cc1	105	27	5	-8	16
7	C#Cc1cccc(NC(=O)Cc2cccs2)c1	103	3	5	-3	-1
8	Cc1[nH]c2ccccc2c1NC(=O)CN1CCN(C(=O)c2ccco2)CC1	98	22	-5	-4	15

item	NS3 helicase inh	CRFR2-BP ag	MEKK2wt PB1 HTS	DNA FID counter
1	.	0.6	111	.
2	2	-3.2	98	0
3	-4	5.1	95	-35
4	-9	6.9	96	-6
5	-13	-0.9	99	-16
6	0	-3.2	99	0
7	-4	1.0	101	1
8	22	-0.4	100	-12

3 compounds already listed, ordered by formula weight, lowest first:
item	Structure	MEKK3 PB1 HTS	CRFBP-R2 block	MEKK2 mut-MEK5	GalR3 antag	SUMO HTRF inh
7	C#Cc1cccc(NC(=O)Cc2cccs2)c1	103	3	5	-3	-1
2	Cc1ccc2nc(NCCCNC(=O)c3cnccn3)c(C#N)cc2c1	100	-6	-2	-5	9
3	CCCOP(=O)(OCCC)C(Nc1ccc(C(=O)O)cc1)c1ccccc1 (centres undefined)	76	13	-48	-1	17

item	NS3 helicase inh	CRFR2-BP ag	MEKK2wt PB1 HTS	DNA FID counter
7	-4	1.0	101	1
2	2	-3.2	98	0
3	-4	5.1	95	-35

Following part
item	Structure	MEKK3 PB1 HTS	CRFBP-R2 block	MEKK2 mut-MEK5	GalR3 antag	SUMO HTRF inh
9	COc1ccc(C(=O)OCCN2CCN(C3=NS(=O)(=O)c4ccccc43)CC2)cc1OC	95	0	-2	-9	-5
10	CCCC(C(=O)NC1CCCC1)N(C(=O)Cn1nnc(-c2ccc(C)o2)n1)c1ccccc1F (centres undefined)	102	2	-3	-3	3
11	Cc1ccc(-c2nnc(-c3cccs3)o2)cc1	93	-1	-7	-6	18
12	Cc1ccc(OCc2nnc(SCc3cc(=O)[nH]c4ccccc34)n2-c2ccccc2)cc1	94	-7	-3	-1	0
13	CCOC(=O)c1cnc2c(cnn2C)c1NCCCN(C)C	107	-7	6	-4	19
14	COc1ccc(-c2noc(-c3ccc4c(c3)OCO4)n2)cc1	99	2	-6	-4	18
15	O=C(c1ccccc1)N1CCN(CCc2ccccc2)CC1	103	-1	5	-4	11
16	NC/C(=N\O)c1ccc(Cl)cc1Cl	88	-1	-8	-4	22

item	NS3 helicase inh	CRFR2-BP ag	MEKK2wt PB1 HTS	DNA FID counter
9	6	-1.1	93	-30
10	-15	-1.4	102	-36
11	2	-5.7	101	-7
12	-13	-0.4	94	-34
13	8	8.4	104	14
14	3	0.3	97	9
15	1	-0.9	104	-7
16	14	2.5	86	-3

Continuation.
item	Structure	MEKK3 PB1 HTS	CRFBP-R2 block	MEKK2 mut-MEK5	GalR3 antag	SUMO HTRF inh
17	N=c1n(CCN2CCOCC2)c2ccccc2n1CC(=O)c1cccc([N+](=O)[O-])c1	12*[inhibitor]	-4	-19	-7	12
18	O=C(c1cccc(F)c1F)N1CCCc2ccccc21	105	13	1	-6	1
19	CCn1cc(S(=O)(=O)N2CCN(Cc3cccc(Cl)c3)CC2)cn1	105	13	7	1	8
20	Cc1cccc(NC(=O)c2cc3n(n2)C(C(F)(F)F)CC(c2ccc4c(c2)OCO4)N3)c1 (centres undefined)	111	11	7	-3	-23
21	CC1CCN(c2ccc(C(=O)NCc3cccs3)cn2)CC1	96	2	2	-6	17
22	CCOCCCN1CC(C(=O)NCc2ccc3c(c2)OCO3)CC1=O (centres undefined)	103	7	-2	8	5
23	CN(CCNC(=O)c1ccc(N2CCCC2=O)cc1)CCc1ccccc1	101	9	2	-2	-9
24	CC(=O)N1CCCC(N2CCN(c3cccc(C(F)(F)F)c3)CC2)C1 (centres undefined)	100	2	8	-6	8

item	NS3 helicase inh	CRFR2-BP ag	MEKK2wt PB1 HTS	DNA FID counter
17	-9	-3.1	22*[inhibitor]	-17
18	5	-3.4	105	-1
19	5	-1.0	108	-20
20	2	-1.0	107	-13
21	-2	1.0	97	-18
22	-8	-1.3	101	-3
23	2	15	109	3
24	-1	-1.9	99	-11

Next records follow:
item	Structure	MEKK3 PB1 HTS	CRFBP-R2 block	MEKK2 mut-MEK5	GalR3 antag	SUMO HTRF inh
25	Cc1ccc(C)c(Nc2ncnc(N)c2[N+](=O)[O-])c1	99	-4	-1	1	10
26	Cc1noc(C)c1S(=O)(=O)Nc1ccc(O)c2c(=O)cc(-c3ccccc3Cl)oc12	84	-10	6	-2	-19
27	COC(=O)c1sccc1NC(=O)CC1C(=O)NCCN1C(=O)Nc1ccc(OCc2ccccc2)cc1 (centres undefined)	106	10	2	0	-6
28	CN(C)S(=O)(=O)c1ccc(N2CCCC2)c(C(=O)NC(c2ccccc2)c2ccccc2)c1	90	2	-5	-6	1
29	Cc1cc(C)nc(N2CCC(C(=O)N3CCN(c4cc(Cl)ccc4C)CC3)CC2)n1	86	-3	-2	-3	3
30	COc1ccc(N=C(c2ccccc2)c2c(C)[nH]n(-c3ccccc3)c2=O)c(OC)c1	103	16	4	-3	7
31	COc1ccc(CCNC(=O)CN2C(=O)C3(OCCCO3)c3ccccc32)cc1OC	87	0	-13	-5	-5
32	NC(=O)C1=C[C@H](c2ccc(Br)cc2)C[C@H](OCc2ccc(CO)cc2)O1	98	12	1	-3	7

item	NS3 helicase inh	CRFR2-BP ag	MEKK2wt PB1 HTS	DNA FID counter
25	-2	-0.5	99	-3
26	.	0.2	111	.
27	-18	-0.3	101	-19
28	-5	0.6	83	-12
29	-12	-1.4	88	-35
30	4	0.0	99	-21
31	3	1.0	89	-7
32	-1	-0.6	102	-26

The list continues.
item	Structure	MEKK3 PB1 HTS	CRFBP-R2 block	MEKK2 mut-MEK5	GalR3 antag	SUMO HTRF inh
33	COc1ccc(NC2CCCN(C(=O)c3csc(C(C)C)n3)C2)cc1 (centres undefined)	99	1	1	-2	6
34	COc1ccc(OCCC(=O)OCC(=O)NCCc2ccccc2)cc1	99	-19	0	5	14
35	O=C(NC1CCCCC1)C12CC3CC(C1)CC(n1cncn1)(C3)C2	111	-18	17	-3	-22
36	Cc1cc(C)c2nc(-c3cccc(Cl)c3)c(C)c(C(=O)N3CCOCC3)c2c1	99	-11	0	1	-3
37	N#CC1=C(N)OC(c2ccccc2)=C(C#N)C1c1ccc2c(c1)OCO2 (centres undefined)	133*	-19	6	3	-4
38	COc1cc(OC)cc(C(=O)NC(=S)Nc2nc(-c3cc4ccccc4o3)cs2)c1	97	-9	-11	-5	13
39	COc1ccc(CC(=O)N2CCc3cc(OC)c(OC)cc3C2C)c(OC)c1 (centres undefined)	98	9	0	.	1
40	COc1ccccc1/C=C/C=N/n1c(-c2ccccn2)n[nH]c1=S	101	-8	2	-2	4

item	NS3 helicase inh	CRFR2-BP ag	MEKK2wt PB1 HTS	DNA FID counter
33	8	0.9	96	-10
34	1	1.6	101	-17
35	2	5.5	115	-8
36	15	2.4	99	-46
37	35	0.7	122	-12
38	-14	0.8	88	0
39	1	2.3	99	-38
40	10	0.0	100	-4

Going on with the list.
item	Structure	MEKK3 PB1 HTS	CRFBP-R2 block	MEKK2 mut-MEK5	GalR3 antag	SUMO HTRF inh
41	Cc1ccc(C(=O)C2=C(O)C(=O)N(CCCN(C)C)C23C(=O)N(C)c2ccccc23)o1 (centres undefined)	104	-9	1	-10	4
42	O=C(CSc1nc2ccccc2o1)c1ccccc1	104	0	15	0	1
43	CCC1(C)Cc2ccccc2-c2nc(NCCCO)n(-c3ccccc3)c(=O)c21 (centres undefined)	101	-69	-1	-4	19
44	COc1cccc(C2/C(=C(/O)c3ccccc3)C(=O)C(=O)N2Cc2ccco2)c1 (centres undefined)	94	24	-16	1	6
45	CCOC(=O)Nc1ccc2c(c1)N(C(=O)N1CCN(C)CC1)c1ccccc1S2	93	3	-2	-5	-15
46	CC(C)(C)c1ccc(NC(=O)CNC2CCCc3ccccc32)cc1 (centres undefined)	104	-33	4	-5	-26
47	Cc1cc(C)n(-c2ccc(C(=O)N3CCc4ccccc43)cc2)n1	103	16	3	-6	2
48	O=C(Nc1cc([N+](=O)[O-])ccc1N1CCCC1)c1ccco1	99	1	-3	5	15

item	NS3 helicase inh	CRFR2-BP ag	MEKK2wt PB1 HTS	DNA FID counter
41	.	0.4	101	.
42	-5	0.3	99	-7
43	0	1.0	97	-33
44	19	0.1	100	-13
45	-69	2.9	107	14
46	-24	2.1	113	2
47	-6	-2.5	101	-15
48	-1	-6.4	99	-2

Next part.
item	Structure	MEKK3 PB1 HTS	CRFBP-R2 block	MEKK2 mut-MEK5	GalR3 antag	SUMO HTRF inh
49	CCOC(=O)Cn1nc(C)n(-c2cccc(Cl)c2)c1=O	102	1	0	-2	13
50	Cc1ccc(NC(=S)N2CCN(Cc3ccccc3)CC2)cc1	99	-6	-3	-4	2
51	CCOC(=O)C1CCCCN1Cc1cc(OC)ccc1OC (centres undefined)	104	14	1	-8	7
52	COc1ccc(Br)cc1CNC(=O)C1CCN(S(=O)(=O)N2CCCC2)CC1	104	-18	8	9	10
53	CC(=O)NC(C)C12CC3CC(CC(C(=O)O)(C3)C1)C2 (centres undefined)	83	1	-9	-5	-6
54	COc1cccc(CNc2ncc(Br)cc2Br)c1O	106	-1	6	-3	-16
55	O=C(O)c1cccc(-n2cnnn2)c1	96	0	-4	1	20
56	COc1ccc(Cl)cc1NC(=O)CCCC(=O)c1ccccc1	101	6	4	0	-6

item	NS3 helicase inh	CRFR2-BP ag	MEKK2wt PB1 HTS	DNA FID counter
49	6	-2.4	100	-4
50	-4	0.8	93	-14
51	4	1.4	108	1
52	2	0.8	104	-23
53	-1	2.5	89	2
54	-18	1.9	108	-11
55	-1	0.9	98	4
56	-1	-2.8	107	-25

Bioassay records as filed in PubChem BioAssay.
